RAD54 branch: blocks human RAD54 Holliday junction branch migration. AID 602329. Q92698. inhibition, % at 10.4 µM. FAM/BHQ fluorescence. hit rate 0.14% among 360,000;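 active = mean normalized replicate activity at least 40 and at least half of replicates scoring 40 or more; inconclusive = only one of the two criteria met; inactive = mean below 40 and under half of replicates reaching 40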;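 also: 0% = median of neutral control wells and 100% = median of positive control wells; inhibitors cause a drop in the FAM fluorescence signal; in these data hits start at about 50%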
ERAP1 HTS inh: blocks human ERAP1 aminopeptidase activity; hit rate 0.15% among 340,000; inhibition, % at 10.7 µM; recombinant ERAP1, Leu-AMC fluorescence, 60 min; AID 652197;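 active = mean replicate inhibition of at least 30%, or all replicates individually reaching that 30% level; inactive = mean below 30% and not every replicate reaching it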;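 also: 0% = neutral control wells and 100% = L-leucinethiol positive control wells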
INS-1E GSIS act: primary screen for activators of insulin secretion dependent on glucose, INS-1E cells, GLuc reporter luminescence | hit rate 0.61% among 370,000 | INS-1E GLuc reporter insulin secretion, 2-3 h | activation, % at 16.6 µM;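 active = lowest replicate activation of at least 40%, so every replicate reaches that level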;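 also: 0% = median of neutral control wells and 100% = median of IBMX positive control wells; some compounds called inactive have numbers as strong as hits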
CFTR F508del cor: CFTR F508del correction in bronchial cells; activity (quench increase), % at 7.58 µM; AID 720511; CFBE cells, YFP halide quenching; stimulated with forskolin plus potentiator P3; % fluorescence drop versus neutral controls; hit rate 0.36% among 350,000;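 active = mean added fluorescence quench of at least 8% versus neutral control, with both replicates also reaching 8%; inconclusive = only one of the mean or replicate conditions met; inactive = mean below 8% and not both replicates reaching 8%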;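 also: cells transiently co-express mutant CFTR-F508del with the halide-sensitive YFP; corrector assay measuring rescue of mutant channel to the surface after 24 h compound exposure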
XiGFP reactiv: activators of X-chromosome reactivation in mouse fibroblasts; XiGFP mouse fibroblasts, % GFP-positive cells imaging, 3 d; cells co-treated with 5-aza-dC sensitizer; scaled so ellipticine positive control = 100%; activation, % at 7.58 µM; hit rate 0.055% among 360,000; AID 743238;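 active = mean normalized replicate activation at least 10% and every replicate at or above 10%; inconclusive = only one of the two criteria met; inactive = mean below 10% and not all replicates reach 10%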;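 also: 0% = median of on-plate neutral control wells and 100% = ellipticine 6 µM median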
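Schedule: 3 d treatment, 15 min room-temperature fixation; system: 68-5-11 XiGFP fibroblast line; buffer or medium: DMEM plus 5-aza-dC sensitizer; control set: ellipticine 6 µM positive control; compound: one concentration, pinned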
esBAF inh: inhibitors of esBAF chromatin remodeling in mouse ES cells; Bmi1-luciferase knock-in reporter, 24 h; 100% = twice the neutral-well signal; hit rate 2% among 350,000; reporter increase, % at 12.5 µM; in the data active = activation above about 40%; inconclusive = no clear call, values can overlap the other calls;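 also: 0% = median of the plate's neutral control wells and 100% = double that signal; a rise in the Bmi1 reporter signal indicates esBAF inhibition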
ARNT-TACC3 inh: ARNT/TACC3 interaction disruption; Q9Y6A5; AlphaScreen His-ARNT PAS-B/GST-TACC3 binding, luminescence; TACC3 fragment carries E629A point mutation; inhibition, % at 9.99 µM; hit rate 0.66% among 390,000; AID 623870;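 active = mean inhibition of replicates at least 50% and at least half of replicates each reaching 50%; inconclusive = half or more replicates reach 50% but mean below 50%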;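 also: 0% = complete ARNT plus TACC3 wells and 100% = ARNT alone without TACC3; many hits fall short of the cut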
RAD52 inh: RAD52 (human) annealing inhibition; P43351; recombinant RAD52 DNA annealing, FRET fluorescence; inhibition, % at 18.7 µM; hit rate 0.46% among 360,000;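 active = every replicate showing at least 50% inhibition; inconclusive = mean inhibition at least 50% but not in every replicate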
Target sequence (P43351 whole entry, looked up): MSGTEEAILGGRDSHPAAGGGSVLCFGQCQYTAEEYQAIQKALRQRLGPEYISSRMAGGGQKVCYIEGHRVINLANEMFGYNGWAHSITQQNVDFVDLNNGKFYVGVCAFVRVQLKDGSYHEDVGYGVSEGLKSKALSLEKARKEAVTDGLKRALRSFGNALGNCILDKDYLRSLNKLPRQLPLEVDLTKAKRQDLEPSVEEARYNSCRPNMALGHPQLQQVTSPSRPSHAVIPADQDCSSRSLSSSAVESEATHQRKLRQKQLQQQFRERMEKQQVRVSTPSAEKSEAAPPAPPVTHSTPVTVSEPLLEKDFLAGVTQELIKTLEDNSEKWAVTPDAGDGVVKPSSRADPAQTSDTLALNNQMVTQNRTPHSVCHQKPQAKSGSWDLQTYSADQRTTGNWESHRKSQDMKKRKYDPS
* = called active by the depositor; ? = inconclusive; · = no result given; & = joins results of further samples.

Values run as follows: INS-1E GSIS act	ERAP1 HTS inh	RAD54 branch	XiGFP reactiv	RAD52 inh	esBAF inh	CFTR F508del cor	ARNT-TACC3 inh
COc1cccc(-c2ccc3c(c2)O[C@@H](CN(C)C(=O)c2ccccc2F)[C@H](C)CN([C@@H](C)CO)S3(=O)=O)c1
→ -23.1	1.3	-1.9	-0.1	16.3	1.3	2.2	-13.1
CC(C)NC(=O)N[C@@H]1C=C[C@@H](CC(=O)O)O[C@@H]1CO
→ -0.8	1.4	-0.9	0.5	-0.4	-1.2	1.1	-1.5
CC1C(=O)N(Cc2cn(CCC3OCCO3)nn2)CCS(=O)(=O)N1Cc1ccc(-c2cccc(N(C)C)c2)cc1 (configuration not stated)
→ -3.0	14.7	1.4	-0.1	-9.0	1.2	0.3	·
C[C@@H]1CN([C@H](C)CO)C(=O)CCCn2cc(nn2)CO[C@H]1CN(C)CC1CCCC1
→ 6.9	-0.4	6.8	0.3	-11.7	1.9	-0.4	-6.6
O=C(Nc1ccccc1)c1cc(C2CCCCN2S(=O)(=O)c2ccccc2)on1 (configuration not stated)
→ -9.8	4.1	-2.2	0.2	-20.2	52.0*	-1.3	·
CCn1cc(C(=O)NN)c(=O)c2cc(F)c(NC3CCCCC3)cc21
→ 3.4	-2.2	3.1	0.0	-18.8	-7.8	2.7	8.3
Cc1cccc(C(O)c2cnc(C)n2Cc2ccccc2)c1 (configuration not stated)
→ ·	0.3	9.7	0.1	-7.5	-3.0	0.3	·
O=S(=O)(c1cccc(-c2nc3ccccc3s2)c1)N1CCCC1
→ -9.2	0.7	-3.4	·	0.7	39.5	-0.3	-0.4
CCOc1ccc(OCCC(=O)OCC(=O)NCc2ccc(Cl)cc2)cc1
→ -0.9	-3.3	2.8	0.0	8.9	-4.3	3.9	-6.0
O=C(Nc1ccc(NC(=O)N2CCN(c3ccccc3O)CC2)cc1)N1CCN(c2ccccc2O)CC1
→ -6.7	-1.8	0.4	0.1	-19.3	-1.0	-1.2	·
Cc1cc(C)n(-c2ccc(C(=O)OCC(=O)NCc3ccc(F)cc3)cc2)n1
→ 2.5	-1.6	4.0	0.0	-13.2	·	1.1	-2.8
CC(C)Cc1nnc(NC(=O)CCc2ccccc2)s1
→ 6.8	-2.8	-12.8	0.2	-11.9	-1.1	0.9	-5.2
CCCNC(=O)N1[C@H](CO)[C@@H](c2ccccc2-c2ccc(OC)cc2)[C@@H]1C#N
→ -7.1	0.0	·	0.0	-0.9	·	2.5	·
Cc1cc(=O)oc(C)c1C(=O)OCC(=O)c1ccccc1
→ 5.2	3.6	3.2	·	-7.1	13.5	·	1.4
COc1ccccc1NC(=O)CCNC(=O)c1ccc(C)cc1
→ 2.4	1.3	0.0	0.0	-15.9	0.2	1.5	2.9
O=C(C1CCC1)N1CCN(S(=O)(=O)c2cc(F)ccc2F)CC1
→ 2.3	-6.4	5.1	0.0	-0.7	0.7	1.6	-4.7
CNC[C@H]1Oc2c(NS(C)(=O)=O)cccc2C(=O)N([C@@H](C)CO)C[C@H]1C
→ 24.2	-0.2	-0.5	-0.7	-2.8	1.3	-2.0	-5.6
CCOC(=O)C1=C(C)N=c2s/c(=C\c3cc(OC)c(OC)c(OC)c3)c(=O)n2C1/C=C/c1ccccc1 (configuration not stated)
→ -11.9	4.2	-5.9	0.4	-34.5	-10.5	·	-22.6
C[C@@H]1CCCCO[C@@H](CN(C)S(=O)(=O)c2ccc(F)cc2)[C@@H](C)CN([C@@H](C)CO)C(=O)c2cc(NS(=O)(=O)c3cn(C)cn3)ccc2O1
→ 12.4	0.1	-5.7	-0.1	-19.7	1.2	-2.9	-0.5
OC[C@H]1[C@@H](c2ccc(C#CC3(O)CCCC3)cc2)[C@H]2CN(Cc3ccncc3)CCCCN21
→ 5.4	0.8	-1.3	0.1	-5.4	·	-0.6	-7.6

2 compounds from above, reduced to INS-1E GSIS act, esBAF inh and ERAP1 HTS inh.
Compound	INS-1E GSIS act	esBAF inh	ERAP1 HTS inh
O=C(Nc1ccccc1)c1cc(C2CCCCN2S(=O)(=O)c2ccccc2)on1 (configuration not stated)	-9.8	52.0*	4.1
CCn1cc(C(=O)NN)c(=O)c2cc(F)c(NC3CCCCC3)cc21	3.4	-7.8	-2.2

Following part.
Values run as follows: INS-1E GSIS act	ERAP1 HTS inh	RAD54 branch	XiGFP reactiv	RAD52 inh	esBAF inh	CFTR F508del cor	ARNT-TACC3 inh
CC1(C)CC(=O)C=C(NC2CCCCCCC2)C1
→ 0.1	·	-2.6	·	·	-6.8	·	-1.5
CNC(=O)CC(CC(=O)c1ccccc1)c1ccccc1 (configuration not stated)
→ 18.7	0.8	-8.3	-0.1	-11.9	-3.2	0.1	-5.5
O=C(Nc1nc(-c2ccccn2)cs1)C1CC1
→ 4.1	-0.2	12.1	0.2	-19.4	45.8*	3.8	·
C[C@@H]1CN([C@H](C)CO)C(=O)CCCn2nncc2CO[C@H]1CN(C)C(=O)C1CCCCC1
→ 1.5	1.5&0.0	1.3&0.7	0.2&0.0	-1.1&14.0	-10.2&-2.8	0.8&-3.3	-1.9
C[C@@H]1CCCCO[C@@H](CN(C)CC2CCCCC2)[C@H](C)CN([C@@H](C)CO)C(=O)c2cc(NS(C)(=O)=O)ccc2O1
→ 1.3	-3.5	-2.9	0.2	4.8	2.3	-2.9	6.3
Cc1c2ccccc2nc2c(F)c(N(C)C)c(F)c(F)c12
→ 1.6	·	-5.4	0.1	·	?	·	-29.0
CC(C)C#Cc1cnc2c(c1)C(=O)N([C@H](C)CO)C[C@@H](C)[C@H](CN(C)C(=O)Nc1cccc(F)c1)O2
→ -39.5	4.4	1.9	-0.8	1.0	3.2	·	18.6
COc1ccc(CCC(=O)Nc2cccc(S(=O)(=O)N3CCCC3)c2)cc1OC
→ ·	0.4	-9.6	0.1	-27.6	4.6	4.9	0.9
COC(=O)Nc1nnc(-c2ccc(OC)cc2)s1
→ 19.4	-1.5	·	0.2	-5.0	·	3.7	-0.6
COC(=O)C1CCN(C(=O)C(C)Oc2ccc(Cl)cc2Cl)CC1 (configuration not stated)
→ 3.9	2.0	·	·	-13.2	·	1.6	-5.4
CC1CN(C(C)C(=O)NNC(=O)c2ccc(F)cc2)CC(C)O1 (configuration not stated)
→ ·	0.5	2.9	0.0	-3.0	0.6	0.6	4.9
Cc1ncc([N+](=O)[O-])n1CC(=O)Nc1ccc(F)cc1F
→ 8.8	2.4	5.4	0.0	-4.0	-4.3	-0.9	6.7
Cc1ccnc(NC(=O)CCC(=O)N(CC(=O)NC(C)(C)C)c2ccc3c(c2)OCCO3)c1
→ -13.0	3.7	·	0.0	-13.4	·	2.9	·
CCCn1ccc(O)c(Cc2ccc(Cl)cc2)c1=O
→ 33.7	6.5	·	-0.6	-5.9	·	-1.6	-5.8
CN1OC[C@@H]2CN3C(=O)N(c4ccccc4)c4ccccc4[C@@H]3C[C@@H]21
→ 44.3	6.2	-11.5	0.0	-18.7	0.1	-1.2	·
CCN(CC(=O)NCc1ccc(Cl)cc1)C(=O)c1ccc(S(=O)(=O)N(C)C)cc1
→ -2.0	1.8	3.0	0.0	8.4	1.3	-3.0	2.8
C[C@@H]1CN([C@H](C)CO)C(=O)c2cc(NC(=O)Nc3ccccc3)ccc2O[C@H]1CN(C)Cc1ccc2c(c1)OCO2
→ -5.1	2.8	16.9	-0.1	14.8	-1.7	-3.3	-1.2
COc1ccc(C(=O)N2CCCCCC2)cc1OC1CCN(C(C)C)CC1
→ 4.8	-1.0	-7.2	0.3	-19.1	-5.4	-0.6	-34.4
O=C(c1cccs1)N(c1ccc(Br)cc1)C1C=CS(=O)(=O)C1 (configuration not stated)
→ 1.5	0.5	·	0.5	1.6	·	-3.1	·
COc1ccc(CNC(=O)CN(C(=O)CCC(=O)Nc2nccs2)c2ccccc2C)cc1
→ 17.2	0.5	-1.0	0.0	0.3	4.4	-0.9	-0.8

Further records:
Values run as follows: INS-1E GSIS act	ERAP1 HTS inh	RAD54 branch	XiGFP reactiv	RAD52 inh	esBAF inh	CFTR F508del cor	ARNT-TACC3 inh
COc1ccc(C(C(=O)NC2CCCC2)n2c(-c3cccs3)nc3ccccc32)cc1 (configuration not stated)
→ -9.7	7.4	·	0.0	-20.6	·	2.3	·
COc1ccc(CN(C)C[C@H]2OCCCC[C@@H](C)Oc3ccc(NC(=O)Nc4cccc5ccccc45)cc3C(=O)N([C@H](C)CO)C[C@H]2C)cc1
→ -32.7	-4.2	-2.3	0.0	6.1	-3.3	-3.1	16.9
COC(=O)C1=C(C)N(CCCC(=O)O)C(=O)NC1c1ccccc1OS(=O)(=O)c1ccc([N+](=O)[O-])cc1 (configuration not stated)
→ 3.3	-4.0	-10.6	0.0	-9.5	-2.2	1.4	·
C[C@@H](NC(=O)C[C@H]1C[C@@H]2c3cc(NC(=O)NC4CCCC4)ccc3O[C@@H]2[C@@H](CO)O1)c1ccccc1
→ -0.3	-1.9	-0.3	0.2	-1.8	3.0	0.9	-7.8
O=C(NCC1CCCN1S(=O)(=O)c1cccs1)c1ccccc1 (configuration not stated)
→ 23.1	-1.6	5.0	0.0	-36.2	-2.5	-6.5	0.7
CCOC(=O)CC(S(=O)(=O)c1ccccc1)S(=O)(=O)c1ccccc1
→ 25.1	-1.5	7.1	0.0	-10.0	-5.2	-4.7	·
O=C(c1cccc(F)c1)N1CC[C@@H]2[C@H](CO)Nc3ccc(-c4ccc(F)cc4)cc3[C@@H]21
→ -27.5	0.7	-2.3	0.2	-12.2	-2.2	-1.7	0.2
CS(=O)(=O)c1ccc(-c2csc(C(O)(c3ccccc3)C(F)(F)F)n2)cc1 (configuration not stated)
→ -18.7	-1.1	3.3	0.0	3.9	-1.7	-0.8	·
Clc1cccc(Cc2ccc(Cl)nn2)c1
→ 22.1	0.8	·	0.0	-8.1	·	-0.3	-7.3
CCOc1ccc(NC(=O)CN(C)C(=O)CCc2nc3ccccc3c(=O)[nH]2)cc1OCC
→ -8.5	3.2	-0.6	0.1	-4.2	5.8	0.9	·
CCCN1C[C@H](C)[C@H](OC)CN(C)C(=O)c2cc(NC(=O)C3CC3)ccc2OC[C@H]1C
→ -3.4	1.0	-1.0	-0.4	7.2	0.8	1.5	-5.0
CC(Sc1nnc2n1CCCCC2)C(=O)Nc1cccc(S(=O)(=O)N2CCOCC2)c1 (configuration not stated)
→ 1.8	0.7	-2.2	0.0	-12.4	-1.8	2.2	-5.5

Source: PubChem
